Bioassay records (PubChem BioAssay)
FadD28 binding – inhibitors of FadD28 bisubstrate probe binding, primary screen, biochemical, fluorescence polarization, single point; 0.22% of 360,000 active; AID 588549, 2011; inhibition, % at 12.5 µM; Mycobacterium tuberculosis FadD28 fatty-acid-AMP ligase; in the data active = inhibition above about 8.5%, passing the limit was not always enough; inconclusive = no clear call, values can overlap the other calls
Mtb UGM inh – M. tuberculosis UGM enzyme inhibitors, primary screen, biochemical, fluorescence polarization, single point; UDP-galactopyranose mutase (Mycobacterium tuberculosis (strain ATCC 25618 / H37Rv)), …; purified UGM, fluorescence polarization probe displacement; inhibition, % at 10 µM; 0.06% of 320,000 active; AID 504406, 2011; in the data active = inhibition above about 10%, passing the limit was not always enough; inconclusive = no clear call, values can overlap the other calls
Anthrax LF inh2 – Bacillus anthracis LF protease inhibitors, primary screen, biochemical, multiplex microsphere, MLPCN library | Lethal factor (Bacillus anthracis), P15917 | multiplex microsphere protease cleavage assay | inhibition, % at 10 µM | 0.12% of 360,000 active; also: plate controls were buffer without enzyme for full effect and enzyme alone for no effect
Target sequence (P15917 whole entry, looked up): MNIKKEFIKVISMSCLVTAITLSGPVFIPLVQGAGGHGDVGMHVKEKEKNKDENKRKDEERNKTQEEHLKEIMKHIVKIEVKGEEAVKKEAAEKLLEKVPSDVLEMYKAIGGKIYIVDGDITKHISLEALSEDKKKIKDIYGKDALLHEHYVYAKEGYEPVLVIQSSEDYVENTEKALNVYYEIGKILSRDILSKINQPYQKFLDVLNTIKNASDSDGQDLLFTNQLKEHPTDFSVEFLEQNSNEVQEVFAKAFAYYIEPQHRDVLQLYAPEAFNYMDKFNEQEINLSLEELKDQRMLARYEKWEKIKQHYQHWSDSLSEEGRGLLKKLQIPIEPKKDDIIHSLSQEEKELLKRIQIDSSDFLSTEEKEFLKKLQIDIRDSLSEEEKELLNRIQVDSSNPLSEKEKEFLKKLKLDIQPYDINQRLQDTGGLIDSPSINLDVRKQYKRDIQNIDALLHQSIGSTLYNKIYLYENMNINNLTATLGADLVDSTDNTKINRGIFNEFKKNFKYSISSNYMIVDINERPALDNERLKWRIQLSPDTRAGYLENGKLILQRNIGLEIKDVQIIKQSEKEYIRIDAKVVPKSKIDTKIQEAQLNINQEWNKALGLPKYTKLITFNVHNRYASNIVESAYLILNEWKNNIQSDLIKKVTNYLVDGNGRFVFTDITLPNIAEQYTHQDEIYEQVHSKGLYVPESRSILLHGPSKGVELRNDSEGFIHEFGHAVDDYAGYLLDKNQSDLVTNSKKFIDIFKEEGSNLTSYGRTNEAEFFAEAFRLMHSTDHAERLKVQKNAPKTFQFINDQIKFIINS
GDH-TPI inh – GDH-TPI coupling enzyme inhibitors, primary screen, artefact control for M. tuberculosis FBA inhibitor project, biochemical, absorbance, full deck. GDH-TPI coupled enzyme counterscreen, NADH absorbance. inhibition, % at 4.8 µM. 1.2% of 360,000 active; in the data active = inhibition above about 30%;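 also: 0% = DMSO wells and 100% = wells lacking the enzyme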
Mtb BioA inh – M. tuberculosis BioA enzyme inhibitors, primary screen, biochemical, plate reader, single point, HTS; 7,8-diaminopelargonic acid synthase BioA (Mycobacterium tuberculosis); inhibition, % at 9.99 µM; purified M. tuberculosis BioA enzyme; AID 602481, 2012; 0.096% of 360,000 active; in the data active = inhibition above about 40%; inconclusive = no clear call, values can overlap the other calls
BoNT-A LC inh2 – BoNT/A light chain protease inhibitors, primary screen, biochemical, flow cytometry, MLPCN library. inhibition, % at 10 µM. Botulinum neurotoxin type A light chain protease (Clostridium botulinum A str. ATCC 3502). 0.17% of 360,000 active. multiplex microsphere protease substrate cleavage; also: plate controls were buffer without enzyme for full effect and enzyme alone for no effect
Mtb FBA inh – Mtb FBA enzyme inhibitors, primary screen, biochemical, fluorescence, strain H37Rv | purified M. tuberculosis FBA, fluorescence read-out | inhibition, % at 1 µM | 2.3% of 360,000 active; in the data active = inhibition above about 27%;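 also: 0% = vehicle and 100% = reference inhibitor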
PfHsp40 yeast – rescue of yeast from PfHsp40 toxicity, primary screen, S. cerevisiae, ATP luminescence. S. cerevisiae expressing PfHsp40, growth rescue. growth rescue, % at 12.5 µM. 0.68% of 340,000 active. AID 504582, 2011; in the data active = growth rescue above about 28%, passing the limit was not always enough; inconclusive = no clear call, values can overlap the other calls;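 also: yeast W303a lacking pdr1 and pdr3 grown in galactose medium; growth measured after three days at 30 °C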
BoNT F protease – BoNT/F light chain protease inhibitors, primary screen, biochemical, flow cytometry, MLPCN library | Botulinum neurotoxin type F light chain protease (Clostridium botulinum) | Multiplex microsphere protease cleavage assay | inhibition, % at 10 µM | 0.22% of 360,000 active; in the data active = inhibition above about 35%, passing the limit was not always enough; inconclusive = no clear call, values can overlap the other calls; also: plate controls were buffer without enzyme for full effect and enzyme alone for no effect
Active calls of the source: *. Rule as the data show it, unless noted: active = inhibition above about 30%; inconclusive = no clear call, values can overlap the other calls; inactive = below that. This is a random part of the collection, and some 4.7% of all compounds hit somewhere here.

What do the screens show for `O=C(CN1C(=O)NC2(CCCCC2)C1=O)NC1CCCc2ccccc21` (stereo unspecified)?
FadD28 binding: -2.9; Anthrax LF inh2: -4; GDH-TPI inh: -2; BoNT-A LC inh2: 0.3; Mtb FBA inh: -4; PfHsp40 yeast: 0.9; BoNT F protease: 7

Results for COCCNC(=O)c1ccc(CN2CCOCC2)cc1 ?
FadD28 binding: -2.2; Mtb UGM inh: -4.1; Anthrax LF inh2: -2; GDH-TPI inh: 0; Mtb BioA inh: -0.5; BoNT-A LC inh2: -0.2; Mtb FBA inh: 0; PfHsp40 yeast: -1.4; BoNT F protease: -8

Results for CCCc1c(C(=O)N/N=C(\C)CCc2ccccc2)nnn1-c1nonc1N ?
FadD28 binding: -0.9; Mtb UGM inh: 0.4; Anthrax LF inh2: 1; GDH-TPI inh: 14; Mtb BioA inh: -2.0; BoNT-A LC inh2: -2.9; Mtb FBA inh: 3; PfHsp40 yeast: -0.6; BoNT F protease: -1

How did COc1ccccc1C(=O)Cc1ccccc1 do in these assays?
FadD28 binding: 0.4; Anthrax LF inh2: 1; GDH-TPI inh: 10; BoNT-A LC inh2: -0.3; Mtb FBA inh: 2; PfHsp40 yeast: -0.3; BoNT F protease: -2

How did CCCOc1ccc(-c2nc(C#N)c(N3CCN(CC)CC3)o2)cc1 do in these assays?
FadD28 binding: -0.9; Mtb UGM inh: 4.2; Anthrax LF inh2: -6; GDH-TPI inh: 4; BoNT-A LC inh2: -0.1; Mtb FBA inh: 44*; PfHsp40 yeast: -0.7; BoNT F protease: 6

How did CC(C)CN1C(=O)NC(NS(=O)(=O)c2ccc(N)cc2)(C(F)(F)F)C1=O (stereo unspecified) do in these assays?
FadD28 binding: -0.4; Mtb UGM inh: 2.2; Anthrax LF inh2: -4; GDH-TPI inh: 4; BoNT-A LC inh2: -0.2; Mtb FBA inh: -2; PfHsp40 yeast: -1.1; BoNT F protease: -5

Results for COc1ccc(N2CCN(C(=O)c3ccc4c(c3)NC(=O)C(CSCc3ccccc3F)N4)CC2)cc1 (stereo unspecified) ?
FadD28 binding: -2.3; Anthrax LF inh2: -15; GDH-TPI inh: 7; Mtb BioA inh: -0.7; BoNT-A LC inh2: 0.0; Mtb FBA inh: 1; BoNT F protease: -3

What do the screens show for `Clc1ccccc1-c1nnc(-c2cccnc2)o1`?
FadD28 binding: -3.1; Mtb UGM inh: 0.2; Anthrax LF inh2: -11; GDH-TPI inh: -4; Mtb BioA inh: 23; BoNT-A LC inh2: -4.3; Mtb FBA inh: 1; PfHsp40 yeast: 0.2; BoNT F protease: -16

What do the screens show for `Nc1nc(N)c(N=Nc2ccc(SCC(=O)O)cc2)c(=O)[nH]1`?
FadD28 binding: 0.9; Mtb UGM inh: 1.3; Anthrax LF inh2: 4; GDH-TPI inh: 0; Mtb BioA inh: -0.7; BoNT-A LC inh2: -0.8; Mtb FBA inh: -3; PfHsp40 yeast: -0.3; BoNT F protease: inconclusive

How did Cc1c(C(=O)NCc2ccc3c(c2)OCCO3)sc(=O)n1Cc1ccccc1F do in these assays?
FadD28 binding: -2.3; Anthrax LF inh2: 4; GDH-TPI inh: -1; Mtb BioA inh: 1.9; BoNT-A LC inh2: -0.3; Mtb FBA inh: -2; BoNT F protease: 2

What do the screens show for `CC(C)C(=O)OCCN=C1NS(=O)(=O)c2ccccc21`?
FadD28 binding: 2.4; Mtb UGM inh: 1.5; Anthrax LF inh2: 1; GDH-TPI inh: 6; Mtb BioA inh: 1.0; BoNT-A LC inh2: -0.6; Mtb FBA inh: 7; PfHsp40 yeast: -0.2; BoNT F protease: 6

Results for COc1cc(C(=O)NCc2ccccc2)ccc1OC(F)F ?
FadD28 binding: -2.2; Mtb UGM inh: 0.4; Anthrax LF inh2: 0; GDH-TPI inh: -4; BoNT-A LC inh2: -0.6; Mtb FBA inh: 2; PfHsp40 yeast: -0.3; BoNT F protease: 0

What do the screens show for `CCCCNC(=O)OCCNC(=O)Oc1cccc(C)c1`?
FadD28 binding: 0.0; Mtb UGM inh: 0.6; Anthrax LF inh2: 3; GDH-TPI inh: 2; Mtb BioA inh: -1.4; BoNT-A LC inh2: -0.7; Mtb FBA inh: 4; PfHsp40 yeast: -1.3; BoNT F protease: -10

How did COc1ccc(-c2cc(C(=O)N3CCCC(C(F)(F)F)C3)c3ccccc3n2)cc1 (stereo unspecified) do in these assays?
FadD28 binding: -4.7; Mtb UGM inh: 0.2; Anthrax LF inh2: 11; GDH-TPI inh: 19; Mtb BioA inh: 0.6; BoNT-A LC inh2: 0.3; Mtb FBA inh: 96*; PfHsp40 yeast: 3.3; BoNT F protease: -4

What do the screens show for `CC(C)(C)NC(=O)CC1C[C@H](C(=O)N2CCCCC2)[C@@]2(C)c3[nH]c4ccccc4c3CCN2C1=O` (stereo partly specified)?
FadD28 binding: -0.6; Mtb UGM inh: 5.3; Anthrax LF inh2: 0; GDH-TPI inh: 15; Mtb BioA inh: 8.7; BoNT-A LC inh2: 0.2; Mtb FBA inh: 7; PfHsp40 yeast: 6.6; BoNT F protease: 4

How did Cc1ccc(S(=O)(=O)N2CC3(O)CN(C(=O)OC(C)C)N(C(=O)OC(C)C)CC3(OC(=O)Nc3c(C)noc3C)C2)cc1 (stereo unspecified) do in these assays?
FadD28 binding: 0.6; Anthrax LF inh2: 5; GDH-TPI inh: 7; Mtb BioA inh: -0.9; BoNT-A LC inh2: 0.1; Mtb FBA inh: 0; BoNT F protease: -2

Results for O=C(NCC1CCCO1)c1ccc(NC(=O)C2CCCCC2C(=O)O)cc1 (stereo unspecified) ?
FadD28 binding: -0.4; Mtb UGM inh: -0.2; Anthrax LF inh2: -4; GDH-TPI inh: 4; Mtb BioA inh: -0.8; BoNT-A LC inh2: 1.0; Mtb FBA inh: 3; PfHsp40 yeast: -0.9; BoNT F protease: inconclusive

How did CCOc1ccc(N2C(=O)Nc3ccccc3C2(O)C(=O)NCc2ccccc2)cc1 (stereo unspecified) do in these assays?
FadD28 binding: 0.0; Mtb UGM inh: 1.5; Anthrax LF inh2: 3; GDH-TPI inh: 2; BoNT-A LC inh2: 0.4; Mtb FBA inh: 3; PfHsp40 yeast: -2.6; BoNT F protease: 8

Results for Cc1ccc(-n2c(COc3c(C)cccc3C)nnc2SCC(=O)Nc2nccs2)cc1 ?
FadD28 binding: -0.2; Mtb UGM inh: -0.2; Anthrax LF inh2: 6; GDH-TPI inh: -1; Mtb BioA inh: -0.2; BoNT-A LC inh2: -0.3; Mtb FBA inh: -1; PfHsp40 yeast: -0.1; BoNT F protease: -1

How did Cc1sc(NC(=O)c2ccco2)c(C(c2ccc(F)cc2)N2CCN(C)CC2)c1C (stereo unspecified) do in these assays?
FadD28 binding: -1.9; Mtb UGM inh: 3.8; Anthrax LF inh2: -6; GDH-TPI inh: 13; BoNT-A LC inh2: -0.4; Mtb FBA inh: 3; PfHsp40 yeast: 1.3; BoNT F protease: 3

How did COC(=O)C1=C(O)/C(=C/c2ccc(OCC(=O)Nc3ccccc3)cc2)N=C1C do in these assays?
FadD28 binding: -2.5; Mtb UGM inh: 0.1; Anthrax LF inh2: 1; GDH-TPI inh: 23; Mtb BioA inh: -1.9; BoNT-A LC inh2: 0.3; Mtb FBA inh: -2; PfHsp40 yeast: 0.9; BoNT F protease: -2

How did CCOC(=O)c1c(C)n(C)c2ccc(OC(C)C(=O)OC)cc12 (stereo unspecified) do in these assays?
FadD28 binding: -1.9; Mtb UGM inh: -2.9; Anthrax LF inh2: 0; GDH-TPI inh: 4; Mtb BioA inh: -0.1; BoNT-A LC inh2: 0.4; Mtb FBA inh: 1; PfHsp40 yeast: -0.2; BoNT F protease: 10

What do the screens show for `COc1ccc(C(CNC(=O)Nc2ccc(Cl)cc2)N2CCN(C)CC2)cc1` (stereo unspecified)?
FadD28 binding: -3.3; Mtb UGM inh: 0.2; Anthrax LF inh2: -1; GDH-TPI inh: -10; Mtb BioA inh: 1.7; BoNT-A LC inh2: 0.6; Mtb FBA inh: 1; PfHsp40 yeast: 0.0; BoNT F protease: -8

How did CC(=O)NC(Nc1nc2c(s1)CCCC2)(C(F)(F)F)C(F)(F)F do in these assays?
FadD28 binding: -4.2; Mtb UGM inh: -0.1; Anthrax LF inh2: 0; GDH-TPI inh: -4; Mtb BioA inh: 0.2; BoNT-A LC inh2: -0.9; Mtb FBA inh: 0; PfHsp40 yeast: -1.0; BoNT F protease: 1

What do the screens show for `Cc1cc(C(=O)NNC(=S)NCc2ccco2)nn1C`?
FadD28 binding: -0.8; Mtb UGM inh: 2.8; Anthrax LF inh2: 4; GDH-TPI inh: 1; BoNT-A LC inh2: -1.9; Mtb FBA inh: 3; PfHsp40 yeast: 1.5; BoNT F protease: -12

How did CCOC(=O)N1CCN(C(=O)CCc2ccc(S(=O)(=O)NCC(C)C)cc2)CC1 do in these assays?
FadD28 binding: -3.0; Mtb UGM inh: -0.6; Anthrax LF inh2: -11; GDH-TPI inh: 1; Mtb BioA inh: -2.5; BoNT-A LC inh2: 0.1; Mtb FBA inh: 0; PfHsp40 yeast: 0.4; BoNT F protease: -3

Results for CCOC(=O)c1c(CNCCN(CC)CC)n(C)c2cc(Br)c(OC)cc12 ?
FadD28 binding: -3.1; Mtb UGM inh: -0.1; Anthrax LF inh2: -2; GDH-TPI inh: 2; BoNT-A LC inh2: 0.3; Mtb FBA inh: 2; PfHsp40 yeast: 1.5; BoNT F protease: -19

What do the screens show for `CN(C)N(C(=O)c1cc(-c2cccs2)nn1-c1ccccc1)C1CCS(=O)(=O)C1` (stereo unspecified)?
FadD28 binding: -2.0; Anthrax LF inh2: -8; GDH-TPI inh: 7; Mtb BioA inh: -1.7; BoNT-A LC inh2: -0.7; Mtb FBA inh: 2; PfHsp40 yeast: 0.4; BoNT F protease: -6

What do the screens show for `COc1ccc(C2=NN(C)C(=NCc3ccccc3)SC2)cc1`?
FadD28 binding: -0.7; Mtb UGM inh: 3.7; Anthrax LF inh2: -4; GDH-TPI inh: 6; Mtb BioA inh: -1.1; BoNT-A LC inh2: -1.7; Mtb FBA inh: 0; PfHsp40 yeast: 2.3; BoNT F protease: -5

How did Cc1nnc(SCC(=O)NNC(=O)CC#N)[nH]c1=O do in these assays?
FadD28 binding: -4.1; Mtb UGM inh: -3.2; Anthrax LF inh2: 1; GDH-TPI inh: 4; BoNT-A LC inh2: 0.2; Mtb FBA inh: 0; PfHsp40 yeast: 0.1; BoNT F protease: 0

What do the screens show for `COc1ccc(CNc2nc(-c3cccnc3)nn2C(=O)c2cccs2)cc1`?
FadD28 binding: 0.2; Mtb UGM inh: -0.2; Anthrax LF inh2: -2; GDH-TPI inh: -1; BoNT-A LC inh2: 0.6; Mtb FBA inh: 5; PfHsp40 yeast: 0.4; BoNT F protease: -1

Results for COc1ccc(C[C@H]2CN3C(=NC[C@H]3Cc3ccccc3)N2CCNC(=O)c2ccc(C)c(Br)c2)cc1 ?
FadD28 binding: -13; Mtb UGM inh: 0.8; Anthrax LF inh2: -4; GDH-TPI inh: 4; Mtb BioA inh: 0.6; BoNT-A LC inh2: -1.4; Mtb FBA inh: 0; PfHsp40 yeast: -1.9; BoNT F protease: -32
